Screens: PubChem BioAssay, several laboratories
CRFR2-BP ag: CRF-BP/CRF-R2 complex agonism; activation, % at 13.2 µM; HEK293 CRF-R2/CRF-BP, calcium dye fluorescence (FLIPR); percent of saturating CRF peptide response; 350,000 compounds, 0.46% hits;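 active = activation of at least 50%, plus an integration ratio under a set limit after plate pattern correction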;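 also: plate controls were neutral control wells without compound for no effect and CRF at EC100 for full effect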
CHRM4 agonist: CHRM4 agonism in calcium assay; CHO-K1 hM4/Gqi5, Fluo-8 calcium fluorescence; vehicle 0%, full acetylcholine response 100%; activation, % at 3 µM; 360,000 compounds, 0.14% hits; AID 624127;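 active = activation above the run mean over all test wells plus 3 SD, cut at about 32% in these data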;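 also: peak over basal fluorescence ratio per well then scaled between controls; 0% = DMSO wells and 100% = acetylcholine at EC100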
Target sequence (P08173 whole entry, looked up): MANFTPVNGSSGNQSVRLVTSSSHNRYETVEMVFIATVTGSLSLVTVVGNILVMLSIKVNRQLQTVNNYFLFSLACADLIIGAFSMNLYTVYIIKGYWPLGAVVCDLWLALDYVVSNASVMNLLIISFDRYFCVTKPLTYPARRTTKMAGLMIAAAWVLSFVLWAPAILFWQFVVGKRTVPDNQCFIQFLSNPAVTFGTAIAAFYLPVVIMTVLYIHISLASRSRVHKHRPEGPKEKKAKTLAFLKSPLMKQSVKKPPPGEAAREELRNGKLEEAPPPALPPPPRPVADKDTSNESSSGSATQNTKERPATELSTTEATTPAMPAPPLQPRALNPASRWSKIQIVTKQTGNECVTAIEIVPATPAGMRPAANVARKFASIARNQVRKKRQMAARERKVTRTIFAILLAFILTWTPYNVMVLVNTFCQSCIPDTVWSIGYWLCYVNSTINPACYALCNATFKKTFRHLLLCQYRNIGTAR
M5 PAM: potentiates acetylcholine response at human M5 receptor | P08912 | CHO-K1 hM5, Fluo-8 calcium, ACh EC20 PAM; 0% = ACh EC20, 100% = ACh EC100 | activation, % at 3 µM | 360,000 compounds, 0.3% hits;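 active = activation above the run cutoff, the mean activation of all test compounds plus 3 SD, cut at about 18% in these data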
Target sequence (P08912 whole entry, looked up): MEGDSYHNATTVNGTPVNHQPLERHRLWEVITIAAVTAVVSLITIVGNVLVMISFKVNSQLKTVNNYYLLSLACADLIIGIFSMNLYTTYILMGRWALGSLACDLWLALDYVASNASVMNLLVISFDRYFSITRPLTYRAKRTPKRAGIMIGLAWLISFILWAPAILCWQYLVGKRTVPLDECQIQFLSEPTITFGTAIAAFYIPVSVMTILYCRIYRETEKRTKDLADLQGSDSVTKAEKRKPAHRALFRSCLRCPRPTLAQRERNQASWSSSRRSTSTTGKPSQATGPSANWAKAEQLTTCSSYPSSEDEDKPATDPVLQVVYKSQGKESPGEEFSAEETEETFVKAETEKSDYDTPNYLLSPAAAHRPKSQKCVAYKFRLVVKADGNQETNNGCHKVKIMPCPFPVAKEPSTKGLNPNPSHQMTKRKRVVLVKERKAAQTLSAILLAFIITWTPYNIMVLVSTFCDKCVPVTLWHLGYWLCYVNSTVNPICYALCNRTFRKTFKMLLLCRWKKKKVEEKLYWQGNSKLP
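System: CHO-K1 hM5 cells. Reagent: acetylcholine, EC20 level. Compound dosing: single dose, 3 µM nominal final test concentration. Timing: Post-acetylcholine fluorescence recording 140 s. Detection: Fluo-8 calcium fluorescence. Read-out: % activation, ACh-normalized. Benchmarks: ACh EC20 and EC100 wells. Repeats: singlicate, one well per test compound.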
CRFBP-R2 block: CRF-BP/CRF-R2 complex antagonism | HEK293 CRF-R2/CRF-BP, CRF-induced calcium fluorescence | inhibition, % at 11.8 µM | 350,000 compounds, 0.59% hits | AID 588475;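 active = inhibition of the ligand-induced calcium signal above about 50% at the single tested concentration, limit read from the data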
CHRM5 agonist: agonists of human muscarinic M5 receptor (CHRM5); P08912; 360,000 compounds, 0.19% hits; activation, % at 3 µM; CHO-K1 hM5 cells, Fluo-8 calcium fluorescence; 0% DMSO wells, 100% maximal acetylcholine response; AID 624037;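 active = activation above the run's mean over test compounds plus 3 SD, cut at about 23% in these data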;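 also: signal is peak over basal fluorescence ratio across the kinetic read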
CHRM5 antagonist: antagonists of human muscarinic M5 receptor (CHRM5) | P08912 | CHO-hM5 cells, Fluo-8 calcium fluorescence, ACh EC80 | inhibition, % at 3 µM | 360,000 compounds, 0.59% hits | AID 624040;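 active = inhibition above a per-plate cutoff, the mean of that plate's test compounds plus 3 SD, cut at about 27% in these data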;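 also: 0% = acetylcholine EC80 with DMSO and 100% = DMSO without agonist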
M4 PAM: CHRM4 positive allosteric modulation; P08173; CHO-K1 hM4/Gqi5, Fluo-8 calcium fluorescence, ACh EC20; 0% = ACh EC20, 100% = maximal ACh; activation, % at 3 µM; 360,000 compounds, 0.4% hits; AID 624126;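 active = activation above its plate's cutoff, the mean activation of sample wells plus 3 SD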; also: some results filed as inactive read as strong as hits
CHRM4 antagonist: antagonists of human muscarinic M4 receptor (CHRM4). inhibition, % at 3 µM. CHO-hM4 cells, ACh EC80, Fluo-8 calcium fluorescence. P08173. 360,000 compounds, 0.73% hits. AID 624125;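 active = inhibition above its plate's cutoff, the mean inhibition of sample wells plus 3 SD, cut at about 27% in these data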;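 also: 0% = acetylcholine EC80 with DMSO and 100% = DMSO without agonist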
IDE cell inh: inhibitors of human insulin-degrading enzyme in cells. HEK cells, FAbetaB cleavage, fluorescence polarization. inhibition, % at 5.59 µM. P14735. 320,000 compounds, 0.41% hits;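 active = percent inhibition above the average of all tested compounds plus 3 SD, set per screening campaign, cut at about 16% in these data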;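 also: IDE supplied by intact live HEK cells; FP after avidin binding of uncleaved biotin substrate so inhibition keeps polarization high; 0% = DMSO wells and 100% = 60 µM reference IDE inhibitor Ii1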
The depositor's hits bear a star; . = no result given.

Order of results – CRFR2-BP ag | CHRM4 agonist | M5 PAM | CRFBP-R2 block | CHRM5 agonist | CHRM5 antagonist | M4 PAM | CHRM4 antagonist | IDE cell inh
1. Cc1nnc2n(C)c(=O)c3c4c(sc3n12)COC(C)(C)C4
→ 3.1 | 0 | 0 | -12 | -1 | 15 | 0 | 7 | 1
2. CC(=O)Nc1ccc(S(=O)(=O)NCC(=O)OCc2cc(=O)oc3ccc4ccccc4c23)cc1
→ 4.3 | 4 | -3 | 6 | -1 | 1 | -3 | -5 | 6
3. COc1ccc(-c2cnc(C(O)c3ccc(C(C)(C)C)cc3)[nH]2)cc1 (configuration not stated)
→ . | 4 | 0 | . | 0 | 2 | 1 | -10 | .
4. COC(=O)c1cc(S(=O)(=O)N(C)Cc2ccco2)c[nH]1
→ -0.2 | 2 | -1 | -5 | -1 | -9 | 9 | -13 | 1
5. O=C(CSc1nc2scc(-c3ccco3)c2c(=O)n1-c1ccccc1)N1CCOCC1
→ -0.1 | 5 | -7 | 23 | 1 | 3 | 0 | -13 | 6
6. Cc1cc(C=O)c(C)n1-c1ccc(Oc2ccc([N+](=O)[O-])cn2)cc1
→ 3.8 | 2 | 3 | 41 | -2 | -4 | 8 | -15 | 5
7. Cc1ccc(NC(=O)CN(C)C(=O)COC(=O)C(C)(C)Oc2ccc(Cl)cc2)cc1
→ -1.1 | 6 | 1 | 20 | 2 | -5 | -2 | 2 | 8
8. CCCCN1C(=O)/C(=C(/C#N)C(N)=O)c2ccccc21
→ -0.8 | 1 | 1 | 8 | 1 | 2 | 5 | 4 | 8
9. Cc1nnc(SCC(=O)Nc2ccc(F)cc2F)n(N)c1=O
→ -0.5 | 0 | 3 | 4 | 1 | -15 | -5 | 5 | 2
10. O=C(OCC(=O)c1ccc(Cl)s1)c1cncc(Br)c1
→ 0.7 | 1 | -3 | -2 | -1 | 0 | 2 | 8 | 3
11. COc1ccc(C)c(Cn2c(-c3nonc3N)nc3ccccc32)c1
→ 0.8 | -2 | -3 | 29 | 2 | -6 | 3 | -9 | 2
12. CCN1C(=O)C(O)(CC(=O)c2c(C)coc2C)c2ccccc21 (configuration not stated)
→ -0.7 | 1 | 7 | 0 | 1 | 1 | -4 | 2 | 2
13. Cc1ccc(S(=O)(=O)N2C=CC(C(F)(F)F)=NCC2)cc1
→ -1.4 | 2 | -5 | 5 | 2 | 0 | 18* | -14 | -1
14. CC1CC(=O)Nc2ccccc2N1C(=O)CSc1ccc2ccccc2n1 (configuration not stated)
→ -1.2 | 3 | 1 | 7 | -3 | 12 | 6 | -7 | 0
15. Cc1ccccc1NS(=O)(=O)CCCCC(Cl)(Cl)Cl
→ -5.5 | 5 | -3 | -52 | -2 | 4 | 11 | -17 | -2
16. CSCC[C@@H](CO)NC(=O)[C@H]1O[C@@H](n2ccc(=O)[nH]c2=O)[C@H](O)[C@@H]1O
→ . | 1 | 1 | . | 2 | -9 | -5 | 2 | .
17. Clc1cnc(N/N=C/c2ccncc2)c(Cl)c1
→ -1.1 | 1 | 8 | 10 | -1 | -4 | 6 | -15 | 3
18. Oc1cccc(N2Cc3ccccc3C2)c1
→ -0.2 | 5 | 1 | -11 | -1 | 4 | 0 | -4 | -3
19. CC(=O)c1cccc(NC(=S)NC2CC2)c1
→ -1.4 | 1 | -1 | 15 | -3 | 0 | 1 | 2 | 4
20. CCOC(=O)N1CCN(C(=O)c2ccc3c(c2)N(Cc2ccc(F)cc2)CCS3)CC1
→ 0.0 | 11 | -10 | -21 | 4 | 11 | -9 | 1 | -2

Compound profiles (already shown). Screens in order: CRFR2-BP ag | CHRM4 agonist | M5 PAM | CRFBP-R2 block | CHRM5 agonist | CHRM5 antagonist | M4 PAM | CHRM4 antagonist | IDE cell inh
`Oc1cccc(N2Cc3ccccc3C2)c1` is listed with -0.2 | 5 | 1 | -11 | -1 | 4 | 0 | -4 | -3
`COc1ccc(C)c(Cn2c(-c3nonc3N)nc3ccccc32)c1` is listed with 0.8 | -2 | -3 | 29 | 2 | -6 | 3 | -9 | 2
`Cc1ccc(S(=O)(=O)N2C=CC(C(F)(F)F)=NCC2)cc1` is listed with -1.4 | 2 | -5 | 5 | 2 | 0 | 18* | -14 | -1

Look-ups from above.
Entry for no. 2 under IDE cell inh: 6
Entry for no. 15 under IDE cell inh: -2
Entry for no. 5 under M5 PAM: -7

Continuation.
Order of results – CRFR2-BP ag | CHRM4 agonist | M5 PAM | CRFBP-R2 block | CHRM5 agonist | CHRM5 antagonist | M4 PAM | CHRM4 antagonist | IDE cell inh
21. O=C(COC(=O)Cn1cnc2ccccc2c1=O)Nc1ccc(Cl)c(C(F)(F)F)c1
→ -1.2 | 9 | -7 | -13 | 2 | 3 | -7 | 1 | -2
22. Clc1cccc(Cc2c(-c3cccc(Br)c3)nc3c4ccccc4ccn23)c1
→ . | -1 | 0 | . | -3 | -13 | 10 | -24 | .
23. CC(=O)c1ccc(NC(=O)CN2CCOCC2)cc1
→ -1.0 | 0 | -2 | 13 | 1 | 0 | 4 | -15 | 2
24. O=C(Nc1ccccc1C(=O)O)c1ccccc1
→ -1.8 | -2 | -6 | 6 | -1 | 3 | 11 | -4 | 2
25. CCOC(=O)c1cnc(-c2ccccc2)nc1N(C)C
→ -1.8 | -1 | 0 | -5 | 0 | 8 | 15 | -3 | 9
26. Cc1cccc(C)c1Nc1nnc(SCC(=O)Nc2ncc(C(F)(F)F)cc2Cl)s1
→ -4.3 | -1 | -7 | -38 | 1 | 6 | 5 | 2 | -2
27. CCOC(=O)c1c(N)n[nH]c1-c1ccc(OC)cc1
→ 0.7 | 1 | 0 | 12 | -3 | 0 | 16 | -3 | -2
28. OCC(O)C(O)CC1SCCS1 (configuration not stated)
→ 1.5 | 2 | 13 | 4 | -3 | -14 | 7 | -14 | .
29. C=CCNC(=S)NCC1COc2ccccc2O1 (configuration not stated)
→ -1.1 | 17 | -17 | -1 | 2 | 16 | -16 | 11 | -5
30. Cc1csc(Nc2cccc3ccccc23)n1
→ 0.5 | 0 | -3 | -22 | -5 | 6 | 16 | -6 | -1
31. Cc1ccccc1C(=O)N1N=C(c2ccc(NS(C)(=O)=O)cc2)CC1c1cccs1 (configuration not stated)
→ -0.2 | 1 | -5 | -14 | -2 | 12 | 10 | 1 | 2
32. N#Cc1ccc(C(=O)Nc2cccc3ccccc23)c(F)c1
→ 0.5 | 1 | -2 | 1 | 0 | 2 | 2 | -10 | 8
33. CCCCCn1c(N)c(-c2nc3ccccc3s2)c2c([N+](=O)[O-])nn(CC)c(=O)c21
→ -4.4 | 3 | 2 | -25 | 0 | 1 | 10 | 2 | -6
34. CC(=O)Nc1c2c(nn1-c1ccc(F)cc1)CSC2
→ -1.8 | 0 | -1 | 10 | 1 | 5 | 4 | 0 | 2
35. Cc1cc2c3c(c1C)C(=O)C(=O)N3C(C)(C)CC2C (configuration not stated)
→ -1.0 | -3 | 14 | 13 | 12 | -6 | 15 | -6 | -5
36. COc1ccc(Br)c(-c2nc(CS(=O)(=O)c3ccc(F)cc3)no2)c1
→ 1.9 | 0 | -6 | -6 | -5 | 5 | 1 | -29 | 1
37. N#CC1=C(N)Oc2n[nH]c(-c3ccc(F)cc3)c2C1c1cccnc1 (configuration not stated)
→ 0.2 | 1 | 4 | -1 | -1 | -3 | 4 | -1 | .
38. Cc1cc2[nH]c(=O)c(=O)[nH]c2cc1S(=O)(=O)N1CCN(c2cccc(C)c2C)CC1
→ 0.4 | 1 | -2 | -4 | 0 | 5 | 5 | 1 | -4
39. CCC1(C)Cc2c(sc3nc(NC)n(C)c(=O)c23)CO1 (configuration not stated)
→ -1.5 | 10 | -9 | 28 | 1 | 5 | -1 | 7 | 8
40. COc1ccc2[nH]c(=O)c(CN(C(=O)c3ccco3)C(C)C)cc2c1
→ -1.2 | 0 | 6 | -13 | 0 | -1 | 9 | -1 | 2
41. CCC(C)C(=O)Nc1nnc(SCC(=O)Nc2ccc(F)cc2)s1 (configuration not stated)
→ -0.2 | 2 | 9 | 13 | 2 | 2 | -3 | 2 | 2
42. CCCc1nc2c3ccccc3ccn2c1Cc1cccc(Cl)c1
→ . | -1 | -21 | . | -8 | -3 | -12 | 5 | .
43. CCOc1cc(/C=N\NC(=O)CC(=O)NCCc2ccccc2)ccc1O
→ 0.1 | 17 | -19 | -7 | -1 | 29* | -7 | 7 | 4
44. COc1cnn(-c2ccc(C)cc2)c(=O)c1Cl
→ 3.3 | 2 | 0 | -8 | -4 | -7 | 1 | -7 | 1
45. CCN(CC)c1ccc(N=Cc2ccccc2[N+](=O)[O-])cc1
→ -2.5 | 0 | -7 | -5 | 1 | 6 | -3 | 8 | -2
46. O=C(CCC(=O)N1CCSc2ccccc21)NCc1ccccc1
→ -1.2 | 5 | -1 | -20 | 2 | -2 | -4 | -8 | 6
47. CC(C)N(C(=O)Cn1cc(SCC(=O)NCC2CCCO2)c2ccccc21)C(C)C (configuration not stated)
→ -0.6 | 1 | 0 | -3 | 5 | -2 | -1 | -8 | 6
48. Clc1nnc(Cl)c2c1ncn2Cc1ccccc1
→ -1.1 | 0 | -4 | 10 | -3 | 9 | -3 | 2 | -2
49. CCc1ccc(NC(=O)CC2C(=O)N(c3cccc(C)c3)C(=O)N2C2CC2)cc1 (configuration not stated)
→ -0.3 | 4 | 1 | -6 | 0 | -1 | 5 | 2 | 1
50. CCc1ccc(CNc2ccc(O)cc2)cc1
→ 2.0 | 0 | -4 | -6 | -4 | 6 | -5 | -3 | -2
51. COc1ccc(/C(C)=N/OC/C(O)=C(\C#N)c2nc3ccccc3[nH]2)cc1OC
→ -2.0 | 3 | 4 | -3 | -2 | -14 | 1 | -4 | 6
52. COc1ccccc1Cn1c(C)c(C(=O)NCc2cccc(C)c2)sc1=O
→ . | 3 | -1 | . | -3 | -5 | -2 | -16 | .
53. C=CCOc1nc2c(c(=O)n(C)c(=O)n2C)n1Cc1ccc(Cl)cc1
→ -0.3 | 1 | -6 | -21 | 1 | 1 | -2 | 3 | -4
54. CC1CCc2[nH]c3ccc(C(=O)N(C)CC(=O)Nc4ccccc4Br)cc3c2C1 (configuration not stated)
→ 0.6 | 13 | -5 | 0 | 4 | 13 | -8 | -6 | 3

An excerpt of these results, bar-delimited:
no. | canonical_smiles | CRFR2-BP ag | CHRM4 agonist | M5 PAM | CRFBP-R2 block | CHRM5 agonist | CHRM5 antagonist | M4 PAM | CHRM4 antagonist | IDE cell inh
44 | COc1cnn(-c2ccc(C)cc2)c(=O)c1Cl | 3.3 | 2 | 0 | -8 | -4 | -7 | 1 | -7 | 1
45 | CCN(CC)c1ccc(N=Cc2ccccc2[N+](=O)[O-])cc1 | -2.5 | 0 | -7 | -5 | 1 | 6 | -3 | 8 | -2
46 | O=C(CCC(=O)N1CCSc2ccccc21)NCc1ccccc1 | -1.2 | 5 | -1 | -20 | 2 | -2 | -4 | -8 | 6
47 | CC(C)N(C(=O)Cn1cc(SCC(=O)NCC2CCCO2)c2ccccc21)C(C)C (configuration not stated) | -0.6 | 1 | 0 | -3 | 5 | -2 | -1 | -8 | 6
